Screens deposited in PubChem BioAssay by National Center for Advancing Translational Sciences (NCATS).
GLS inh: glutaminase GLS (human) inhibition. AID 624170. GLS enzymatic activity, qHTS titration. Potency, µM (series often up to 45.5 µM), inactives show at the highest dose activity change, negative = inhibition, most hits filed as inhibitors. O94925. 410,000 tested, 0.21% active; also: potency is read from the fitted curve at half-maximal effect; % is scaled to controls: 0 for no effect and ±100 for the full control effect
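hKGA in 45 mM KH2PO4 (pH 8.2), 0.02% Tween-20 with compound, then 1mM L-Glutamine (stock as added) plus glutamate oxidase/HRP/Amplex red coupling mix. Fluorescence read initially and after 30 min at RT; signal change reflects glutamate formation.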
USP1 inh: blocks the human USP1/UAF1 deubiquitinase complex; AID 743255; Potency, µM (series often up to 57.1 µM), for the others: at the highest dose activity change, negative = inhibition, most hits filed as inhibitors; recombinant USP1/UAF1, Ub-Rhodamine cleavage fluorescence; 390,000 tested, 0.23% active; O94782; also: potency is read from the fitted curve at half-maximal effect; % is scaled to controls: 0 for no effect and ±100 for the full control effect; nearly all actives have a fitted effect of over 60% in size; inactives centre near -12
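High-throughput fluorogenic screen: 1nM USP1/UAF1 complex, Ub-Rho substrate 150nM final, 50mM HEPES pH 7.8 with 0.5mM EDTA, 0.1 mg/ml BSA, 1mM TCEP and 0.01% Tween-20.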
PGK inhibitor: blocks T. brucei phosphoglycerate kinase | 380,000 tested, 0.043% active | P07378 | Potency, µM (highest dose often 57.5 µM), inactives show at the top dose activity change, negative = inhibition, actives largely listed as inhibitors | PGK/GAPDH coupled, Kinase-Glo luminescence, 60 min; also: potency is read from the fitted curve at half-maximal effect; % is scaled to controls: 0 for no effect and ±100 for the full control effect; nearly all actives have a fitted effect of over 60% in size
Target sequence (P07378 whole entry, looked up): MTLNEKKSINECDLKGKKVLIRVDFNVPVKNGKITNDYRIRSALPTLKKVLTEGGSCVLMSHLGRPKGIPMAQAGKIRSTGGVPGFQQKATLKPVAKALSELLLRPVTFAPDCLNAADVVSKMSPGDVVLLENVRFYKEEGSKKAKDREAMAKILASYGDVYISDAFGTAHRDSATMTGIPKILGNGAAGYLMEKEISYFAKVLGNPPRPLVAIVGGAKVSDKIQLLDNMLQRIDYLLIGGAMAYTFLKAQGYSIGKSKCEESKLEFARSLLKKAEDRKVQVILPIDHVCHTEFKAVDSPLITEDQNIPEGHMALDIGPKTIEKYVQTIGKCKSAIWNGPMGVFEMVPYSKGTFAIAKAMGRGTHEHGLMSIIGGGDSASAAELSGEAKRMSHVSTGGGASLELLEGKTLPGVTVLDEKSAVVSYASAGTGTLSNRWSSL
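Recombinant glycosomal PGK reaction used 1,3-bisphosphoglycerate generated in-well by GAPDH (100nM final) in 100mM TEA pH 7.6, 5mM MgCl2, 0.01% Tween-20. After 60 minutes at room temperature, ATP was read by Kinase-Glo Plus luminescence end-point.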
rTrxR1 inhibitor: blocks rat thioredoxin reductase 1; O89049; recombinant rTrxR1, NADPH fluorescence consumption, selenite substrate; Potency, µM (doses to about 114 µM), for the others: top-dose activity change, negative = inhibition, most hits filed as inhibitors; 390,000 tested, 1% active; AID 588453; also: potency is read from the fitted curve at half-maximal effect; % is scaled to controls: 0 for no effect and ±100 for the full control effect; nearly all actives have a fitted effect of over 65% in size
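Rat TrxR1 (90 nM in the dispensed reagent) was pre-reduced with 400 uM NADPH for 5 min at room temperature, then incubated with compound for 15 min. After 400 uM selenite was added, NADPH fluorescence (Ex 340/Em 450 nm) was followed for 8 min.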
HP1b binding inh: inhibitors of HP1-beta chromodomain binding to methylated histone tails; P83916; AlphaScreen HP1-beta / biotin-H3K9me3 peptide binding; Potency, µM (doses to about 114 µM), without a hit: top-dose activity change, negative = inhibition, usual class: inhibitors; 390,000 tested, 0.56% active; AID 540317; also: potency is read from the fitted curve at half-maximal effect; nearly all actives have a fitted effect of over 70% in size; inactives centre near 23
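Compound inhibition of the preformed complex between 50 nM HP1-beta and 50 nM biotinylated H3K9me3 peptide was read by AlphaScreen. Buffer was PBS pH 7.4 with 0.01% Tween-20. Incubations ran 30 min at room temperature, with 10 ug/mL donor/acceptor beads.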
mIDH1 inhibitor: human IDH1 R132H inhibition; IDH1-R132H enzyme, NADPH consumption, diaphorase/resazurin fluorescence; Potency, µM (titrated, usually from 76.6 µM), for inactives: at the highest dose activity change, negative = inhibition, hits mostly inhibitors; 390,000 tested, 0.093% active; also: potency is read from the fitted curve at half-maximal effect; % is scaled to controls: 0 for no effect and ±100 for the full control effect; nearly all actives have a fitted effect of over 65% in size
Target sequence (O75874 whole entry R132H, stated change not applied): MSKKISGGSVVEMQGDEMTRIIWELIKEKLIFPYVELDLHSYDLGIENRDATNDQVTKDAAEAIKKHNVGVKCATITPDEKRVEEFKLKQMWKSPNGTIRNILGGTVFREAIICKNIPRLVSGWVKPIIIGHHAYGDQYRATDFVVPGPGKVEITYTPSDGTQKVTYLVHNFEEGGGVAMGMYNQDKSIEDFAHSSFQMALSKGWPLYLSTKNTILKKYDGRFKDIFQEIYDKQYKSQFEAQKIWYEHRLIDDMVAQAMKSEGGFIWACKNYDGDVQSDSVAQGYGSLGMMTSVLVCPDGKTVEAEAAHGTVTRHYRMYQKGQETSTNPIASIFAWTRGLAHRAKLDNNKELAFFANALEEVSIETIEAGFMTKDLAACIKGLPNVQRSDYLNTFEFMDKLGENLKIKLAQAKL
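IDH1-R132H (0.5 ug/mL dispensed) in pH 7.5 Tris buffer was preincubated 30 min with compound, then given a substrate mix of 0.016 mM NADPH and 2 mM alpha-KG for 80 min at room temperature; remaining NADPH was read by diaphorase/resazurin fluorescence.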
TrxR1 substrate: substrates of rat thioredoxin reductase 1. O89049. purified TrxR1 substrate turnover, NADPH consumption readout. Potency, µM (series often up to 114 µM), for inactives: at the highest dose activity change, negative = substrate turnover. 390,000 tested, 0.01% active. AID 588456; also: potency is read from the fitted curve at half-maximal effect; % is scaled to controls: 0 for no effect and ±100 for the full control effect; nearly all actives have a fitted effect of over 50% in size
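Rat TrxR1, dispensed at 90 nM, was prereduced with 400 uM NADPH (final) for 5 min at ~22 deg C, then incubated with compound 15 min before 400 uM selenite. A first-read NADPH fluorescence drop versus no-compound background flagged substrates.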
Pin1 inh: human Pin1 inhibition. Q13526. Pin1 FP peptide displacement, HiFluor488, 10 min. Potency, µM (series often up to 115 µM), inactives show at the highest dose activity, negative = inhibition, hits mostly inhibitors. 390,000 tested, 0.009% active; active = well fitted inhibition curve with a large enough effect in the polarisation, with a control signal flat, not every such curve was filed as active; inconclusive = small, poorly fitted or top-dose-only effect, or effect the other way, or a change in a side signal; inactive = no such curve, though single readings can be large or run the other way; the % refers to the polarisation; also: potency is read from the fitted curve at half-maximal effect; % is scaled to controls: 0 for no effect and ±100 for the full control effect
Target sequence (Q13526 whole entry, looked up): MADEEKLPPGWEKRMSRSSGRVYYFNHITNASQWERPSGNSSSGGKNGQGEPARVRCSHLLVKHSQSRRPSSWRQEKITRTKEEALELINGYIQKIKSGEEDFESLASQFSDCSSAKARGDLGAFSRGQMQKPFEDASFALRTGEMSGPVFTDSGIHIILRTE
PI4K2A block: PI4K2A (human) kinase inhibition | Q9BTU6 | purified PI4K2A, ADP-Glo luminescence, 1 h; active compounds read low | activity change, negative = inhibition, % at 76.9 µM | 420,000 tested, 0.13% active; in the data active = activity change below about -50%; inconclusive = mostly about -30% to -49%;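 also: -100% = wells without enzyme as full effect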
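In this quantitative HTS, ADP production by PI4K2A was quantified luminescently after 1 h at ambient temperature; 100 microM adenosine served as plate-quality control.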
Starred values were filed as active, the others as inactive; i = inactive; u = inconclusive; x = no result given; [ ] = another dose, or the depositor's remark. Unless noted, calls follow the shape of the dose curve; as a rule, active = well fitted curve in the direction sought with a large enough effect; inconclusive = small, poorly fitted or top-dose-only effect, or another doubt; inactive = no such curve, though single readings can be large; an effect the other way counts as inactive or inconclusive. This is a subset; the hit share may differ from the screen's.

Values run as follows: HP1b binding inh	GLS inh	Pin1 inh	rTrxR1 inhibitor	PGK inhibitor	PI4K2A block	USP1 inh	TrxR1 substrate	mIDH1 inhibitor
CCN(CC)CCNC(=O)c1cc2cc3ccc(OC)cc3nc2o1
    27%	16%	-9%	133%[activator]	-10%	-4	-8%	736%[activator]	6%
CCOC(=O)C1=C(c2ccccc2)OC(N)=C(C#N)C1c1ccco1 (stereo unspecified)
    41%	9%	1%	-24%	12%	2	-7%	-5%	2%
CCOc1ccc2c(c1)c1nnc(SCC(=O)N3CCCCC3C)nc1n2C (stereo unspecified)
    10%	1%	0%	18%[57.1 µM]	-7%	-2	2%	0%[57.1 µM]	2%
O=C(COC(=O)c1cccc(Cl)c1)Nc1cccc(S(=O)(=O)NC2=NCCC2)c1
    13%	-6%	2%	18%	-9%	5	-5%	-2%	-1%
CC1CC(C)(C)NC(=S)N1CCCC(=O)Nc1ccc2c(c1)OCCO2 (stereo unspecified)
    25%	-3%	35%[activator]	33%[57.1 µM]	-8%	-6	-17%	-7%[57.1 µM]	1%
CCn1c(=O)c2c(nc3n2CC(C)CN3CCc2ccccc2)n(C)c1=O (stereo unspecified)
    -13%	23%	2%	-13%	-6%	1	4%	-10%	20%
O=C1N=C(N2CCN(Cc3ccccc3)CC2)S/C1=C/c1cccs1
    -12%	0%	-3%	-1%[57.1 µM]	-6%	2	10%	-4%[57.1 µM]	7%
C/C(=N/OCC(=O)Nc1ccccc1)c1cccs1
    29%	15%	4%	0%[57.1 µM]	3%	-3	4%	3%[57.1 µM]	2%
C[C@@H]1CN(C2CCN(Cc3nc(C(c4ccccc4)c4ccccc4)no3)CC2)C[C@H](C)O1
    -10%	4%	3%	-17%	14%	-3	-7%	-1%	-8%
CCCCOc1c(Br)cc(CNCCCN2CCOCC2)cc1OC
    30%	-9%	6%	0%[57.1 µM]	3%	1	-18%	2%[57.1 µM]	16%
O=C(O)COc1ccc(-c2nccc(-c3ccccn3)n2)cc1
    u	0%	-2%	12%[57.1 µM]	1%	-3	-10%	3%[57.1 µM]	9%
COc1cccc(/C=N/NC(=O)C(=O)Nc2ccccc2OC(F)(F)C(F)F)c1
    5%	18%	-3%	25%[57.1 µM]	-2%	-6	-12%	14%	1%
C=CCOC(=O)Cn1cnc2c(sc3nc(C)cc(C)c32)c1=O
    16%	1%	5%	3%[57.1 µM]	4%	0	-10%	-3%	-1%
O=C(CSc1nc2ccc(Cl)cc2[nH]1)NC1CCCc2ccccc21 (stereo unspecified)
    35%	-8%	2%	23%	i	-3	-17%	-1%	36%[activator]
Cn1cc(S(=O)(=O)N2CCOCC2)cc1C(=O)Nc1cccc(Cl)c1
    22%	18%	-1%	13%[57.1 µM]	-2%	1	-18%	10%[57.1 µM]	-4%
COc1cccc(C(c2c(O)cc(C)n(Cc3ccco3)c2=O)N2CCN(c3ccccc3)CC2)c1 (stereo unspecified)
    17%[57 µM]	24%	u	u	i	-2	u	3%[57.1 µM]	-6%
Cn1cc(/C=N/NC(=O)c2ccc(C#N)cc2F)c2ccccc21
    36%	9%	2%	7%[57.1 µM]	-9%	7	-20%	0%[57.1 µM]	7%
COc1ccc(OC)c(NC(=O)Cn2cc(C#N)c3ccccc32)c1
    2%	-2%	1%	13%	-2%	2	-6%	-1%[57.1 µM]	9%
O=C(Nc1cccc2ncccc12)c1ccc([N+](=O)[O-])o1
    22%	-13%	0%	-19%[57.1 µM]	-5%	4	-21%	-1%[57.1 µM]	7%
O=C1COc2cc(S(=O)(=O)CCC(=O)N3CCN(c4cccc(Cl)c4)CC3)c(Cl)cc2N1
    30%	4%	u	33%	-2%	4	-13%	3%	5%
Cc1ccc(O)c(C(CC(=O)NC(C)C)c2ccccc2)c1 (stereo unspecified)
    27%	4%	7%	25%	3%	-4	4%	2%	-1%
O=C(Nc1ccc(Cl)cc1)c1cc2nc(-c3ccc4c(c3)OCO4)cc(C(F)(F)F)n2n1
    38%	1%	-6%	20%	-2%	3	-10%	7%	-6%
CC1CCN(CC(=O)c2cccs2)CC1
    32%	5%	-3%	2%[57.1 µM]	-2%	1	-4%	6%[57.1 µM]	0%
COc1ccc(S(=O)(=O)NNC(=O)c2cc3cc4ccccc4nc3s2)cc1
    2%	12%	u	-1%	-1%	10	-7%	-1%	-4%
Cc1ccc(S(=O)(=O)NCC(=O)OCC(=O)N2CC(C)OC(C)C2)cc1 (stereo unspecified)
    37%	-10%	-9%	16%	-8%	4	-22%	2%	-4%
CSc1ccccc1OCc1cc(C(=O)NC(C)Cn2cncn2)no1 (stereo unspecified)
    22%	5%	-1%	-10%	8%	-3	-2%	-2%	5%
COc1cc2cc(CCOC(=O)c3ccc(C#N)cc3)oc(=O)c2cc1OC
    61%[activator]	2%	10%	-1%	1%	-1	-21%	-6%	-9%
CCCCC(=O)NCCc1ccc(OC)cc1
    41%	1%	-1%	3%	i	-9	-3%	-3%	13%
CC(C)(C)NS(=O)(=O)c1ccc(CCC(=O)NCc2ccco2)cc1
    21%	-1%	-4%	u	9%	-10	-9%	5%	1%
Cc1cccc(C(=O)Nc2nc3nc(-c4ccccc4)cc(=O)n3[nH]2)c1
    62%[activator]	1%	-20%	12%	0%	1	-9%	7%	19%

7 entries from above, with bars between the fields.
SMILES | HP1b binding inh | GLS inh | Pin1 inh | rTrxR1 inhibitor | PGK inhibitor | PI4K2A block | USP1 inh | TrxR1 substrate | mIDH1 inhibitor
Cc1ccc(O)c(C(CC(=O)NC(C)C)c2ccccc2)c1 (stereo unspecified) | 27% | 4% | 7% | 25% | 3% | -4 | 4% | 2% | -1%
O=C(Nc1ccc(Cl)cc1)c1cc2nc(-c3ccc4c(c3)OCO4)cc(C(F)(F)F)n2n1 | 38% | 1% | -6% | 20% | -2% | 3 | -10% | 7% | -6%
CC1CCN(CC(=O)c2cccs2)CC1 | 32% | 5% | -3% | 2%[57.1 µM] | -2% | 1 | -4% | 6%[57.1 µM] | 0%
COc1ccc(S(=O)(=O)NNC(=O)c2cc3cc4ccccc4nc3s2)cc1 | 2% | 12% | u | -1% | -1% | 10 | -7% | -1% | -4%
Cc1ccc(S(=O)(=O)NCC(=O)OCC(=O)N2CC(C)OC(C)C2)cc1 (stereo unspecified) | 37% | -10% | -9% | 16% | -8% | 4 | -22% | 2% | -4%
CSc1ccccc1OCc1cc(C(=O)NC(C)Cn2cncn2)no1 (stereo unspecified) | 22% | 5% | -1% | -10% | 8% | -3 | -2% | -2% | 5%
COc1cc2cc(CCOC(=O)c3ccc(C#N)cc3)oc(=O)c2cc1OC | 61%[activator] | 2% | 10% | -1% | 1% | -1 | -21% | -6% | -9%

Later entries
Values run as follows: HP1b binding inh	GLS inh	Pin1 inh	rTrxR1 inhibitor	PGK inhibitor	PI4K2A block	USP1 inh	TrxR1 substrate	mIDH1 inhibitor
O=[N+]([O-])c1ccc(-c2cn3c(n2)CCC3)cc1
    22%	1%	8%	0%	2%	1	-2%	-9%	3%
O=C(O)c1ccc(Nc2nc(-c3cccnc3)cs2)cc1O
    26%	19%	1%	9%	-2%	-7	-4%	-8%	0%
CCS(=O)(=O)N1CCN(c2ccc(S(=O)(=O)N3CCOCC3)cc2)CC1
    22%	-4%	-3%	-7%	-11%	-3	-19%	u	1%
O=C(Oc1cccc(Nc2ncnc3ccccc23)c1)c1ccccc1Cl
    31%[activator]	4%	38%[activator]	-5%	-9%	6	-4%	30%	9%
Cn1ccnc1SCC(=O)Nc1ccc2c(c1)COC2=O
    22%	7%	30%	22%[57.1 µM]	-11%	-1	8%	12%[57.1 µM]	0%
O=C(CN1CCN(Cc2ccccc2)CC1)Nc1ccc(Cl)cc1
    18%	2%	9%	-17%	x	1	2%	-10%	2%
Cc1ccc(-c2nc(Cn3c(=O)cc(-c4ccccc4)c4c(C)nn(C)c43)c(C)o2)cc1
    -6%	-7%	u	16%[57.1 µM]	-5%	-2	-4%	5%[57.1 µM]	-9%
COc1ccc(OC)c(NC(=O)C(=O)NNC(=O)c2cccs2)c1
    31%	22%	1%	-1%	4%	1	-15%	0%	1%
CC(C)C[C@H](NC(=O)Nc1cccc(C(F)(F)F)c1)C(=O)O
    24%	0%	9%	13%[57.1 µM]	x	2	-13%	8%	-8%
NC(=O)COC(=O)CCCc1c[nH]c2ccccc12
    13%	17%	8%	-5%	-7%	-2	-5%	-7%	-3%
COC(=O)c1ccccc1NC(=S)NC(NC(=O)c1ccco1)C(Cl)(Cl)Cl (stereo unspecified)
    -5%	0%	5%	-20%[57.1 µM]	5%	0	-12%	2%[57.1 µM]	-5%
